Screening results: PubChem BioAssay, The Scripps Research Institute Molecular Screening Center
PAFAH1B3 FP inh: inhibitors of human PAFAH1B3 | recombinant PAFAH1B3, FP-rhodamine probe, fluorescence polarization | AID 492972 | 0.28% of 340,000 active | inhibition, % at 3.39 µM;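 active means inhibition above the screen-wide average of all tested compounds plus 3 SD, cut at about 25% in these data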;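 further: 0% = enzyme with DMSO only and 100% = wells lacking PAFAH1B3 protein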
PAFAH2 FP inh: inhibitors of human PAFAH2. inhibition, % at 3.39 µM. 0.99% of 340,000 active. recombinant PAFAH2, FP-rhodamine activity probe, fluorescence polarization;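 active means inhibition above the mean over all tested compounds plus 3 SD, cut at about 30% in these data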;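 further: inhibitors block probe labeling of enzyme so polarization drops; 0% = enzyme with DMSO and 100% = wells lacking PAFAH2 protein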
pPAFAH inh: pPAFAH (human) enzyme inhibition. Q13093. recombinant pPAFAH, FP-rhodamine probe fluorescence polarization. inhibition, % at 3.39 µM. 1.5% of 330,000 active;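 active means inhibition above the mean inhibition across the screen plus 3 SD, cut at about 25% in these data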;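 further: inhibitors block binding of the rhodamine activity-based probe so polarization drops; 0% = enzyme with DMSO and 100% = wells lacking pPAFAH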
PAD4 inh: PAD4 (human) enzyme inhibition. recombinant PAD4, RCA probe fluorescence polarization. inhibition, % at 6.36 µM. 0.41% of 330,000 active. AID 485272;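 active means percent inhibition above a cutoff equal to the mean of all tested compounds plus 3 SD, cut at about 15% in these data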;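 further: 0% = PAD4 with RCA probe and DMSO and 100% = probe without PAD4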
Target sequence (Q9UM07 whole entry, looked up): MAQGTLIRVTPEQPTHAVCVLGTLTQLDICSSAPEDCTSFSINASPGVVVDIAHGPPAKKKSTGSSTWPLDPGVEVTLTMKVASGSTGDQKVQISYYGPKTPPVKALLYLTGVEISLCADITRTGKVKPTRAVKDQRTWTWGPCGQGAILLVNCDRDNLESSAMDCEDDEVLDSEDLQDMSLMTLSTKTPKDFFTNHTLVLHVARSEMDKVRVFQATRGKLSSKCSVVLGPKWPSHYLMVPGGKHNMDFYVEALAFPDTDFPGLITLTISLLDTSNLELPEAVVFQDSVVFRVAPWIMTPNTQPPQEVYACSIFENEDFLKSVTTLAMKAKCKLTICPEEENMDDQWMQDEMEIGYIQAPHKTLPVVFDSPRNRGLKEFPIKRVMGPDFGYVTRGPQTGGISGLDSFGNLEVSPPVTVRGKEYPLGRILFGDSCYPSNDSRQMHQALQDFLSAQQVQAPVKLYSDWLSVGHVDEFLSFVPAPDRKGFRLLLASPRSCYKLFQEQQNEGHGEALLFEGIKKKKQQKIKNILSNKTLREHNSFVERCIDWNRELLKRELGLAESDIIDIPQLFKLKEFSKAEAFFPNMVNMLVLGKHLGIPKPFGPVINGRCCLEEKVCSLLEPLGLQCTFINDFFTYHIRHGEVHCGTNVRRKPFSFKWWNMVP
PME-1 inh: PME-1 (human) inhibition; Q9Y570; recombinant PME-1, FP-Rh probe fluorescence polarization; inhibition, % at 5.9 µM; 0.53% of 320,000 active;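 active means inhibition above the campaign mean of all compounds plus 3 SD, cut at about 26% in these data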;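 further: competitive labeling of PME-1 active site by serine hydrolase directed probe; 0% = PME-1 with DMSO and 100% = wells lacking PME-1 enzyme; inhibitors block probe labeling so polarization falls and inhibition rises; many of its hits are not listed in these tables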
PAFAH1B2 inh: PAFAH1B2 (human) inhibition. recombinant PAFAH1B2, FP-rhodamine activity probe, fluorescence polarization. P68402. 1.2% of 340,000 active. inhibition, % at 3.39 µM;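 active means inhibition above the mean of all tested compounds plus 3 SD, cut at about 24% in these data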;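 further: 0% = enzyme with DMSO and 100% = wells lacking PAFAH1B2; many of its hits are not listed in these tables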
Fam108B inh: Fam108B inhibition, counter-screen for RBBP9 inhibitors; 0.33% of 300,000 active; inhibition, % at 9.51 µM; recombinant Fam108B, FP-Rh probe fluorescence polarization;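 active means inhibition above the screen mean inhibition plus 3 SD, computed separately per campaign, cut at about 18% in these data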;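 further: inhibitors lower polarization as less probe binds the enzyme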
GSTO1 inh: GSTO1 inhibition, counter-screen for RBBP9 inhibitors | P78417 | recombinant GSTO1, activity-based probe fluorescence polarization | inhibition, % at 5.96 µM | 1.1% of 300,000 active;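 active means inhibition above the campaign mean inhibition plus 3 SD, cut at about 35% in these data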;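 further: 0% = GSTO1-1 with DMSO and 100% = wells lacking GSTO1-1 enzyme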
LYPLA1 inh: LYPLA1 (human) inhibition in PME1 counter-screen; O75608; recombinant LYPLA1, FP-Rh probe fluorescence polarization; inhibition, % at 5.9 µM; 0.16% of 320,000 active; AID 2174;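 active means inhibition above the mean of all tested compounds plus 3 SD, set per campaign, cut at about 14% in these data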;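 further: inhibitors block serine hydrolase probe labeling of LYPLA1 so polarization falls; 0% = enzyme with DMSO and 100% = wells lacking LYPLA1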
Target sequence (O75608 whole entry, looked up): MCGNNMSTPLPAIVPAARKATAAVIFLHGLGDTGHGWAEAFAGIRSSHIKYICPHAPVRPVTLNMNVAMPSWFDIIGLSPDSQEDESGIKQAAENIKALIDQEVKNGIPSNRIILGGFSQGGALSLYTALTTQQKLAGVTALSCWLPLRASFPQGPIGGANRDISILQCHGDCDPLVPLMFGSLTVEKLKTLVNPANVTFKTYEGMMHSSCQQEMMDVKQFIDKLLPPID
Numbers without * were called inactive; / = no result given. Only part of the results is shown; the hit share may differ from the screen's.

SMILES	PAFAH1B3 FP inh	PAFAH2 FP inh	pPAFAH inh	PAD4 inh	PME-1 inh	PAFAH1B2 inh	Fam108B inh	GSTO1 inh	LYPLA1 inh
O=C(Oc1ccc(Cl)c2ccccc12)N1CCCCC1	3	3	8	-4	-1	6	-2	4	-2
CC(C(=O)Nc1ccccc1C(=O)O)n1c(C(F)(F)F)nc2ccccc21 (stereo not drawn)	7	1	-2	-2	-2	-1	0	-7	-3
CCCCCNC(=O)CCc1ccccc1	10	0	0	-2	2	6	0	2	-3
O=C1CC(N2CCN(c3ccc(F)cc3)CC2)C(=O)N1Cc1cccs1 (stereo not drawn)	7	-1	4	-6	0	7	-1	-1	-4
CC1CN(CCC(=O)Nc2ccc3c(c2)CCC3)CC(C)O1 (stereo not drawn)	-2	-4	-1	-3	-1	-2	8	6	3
Brc1cc2c(cc1/C=N/Nc1nc(N3CCOCC3)nc(N3CCOCC3)n1)OCO2	2	-7	4	-1	3	-2	-2	-4	-2
Cn1cc(/C=C(\C#N)C(=O)Nc2cccc([N+](=O)[O-])c2)c2ccccc21	1	4	1	-1	-10	6	-3	-10	4
CS(=O)(=O)c1ccc(Cl)c(NC(=O)CSc2n[nH]c(-c3cccs3)n2)c1	-1	6	3	-4	0	4	/	/	-2
CCc1ccc(CNC(=O)CCS(=O)(=O)Cc2ccccc2F)cc1	-6	5	6	-2	-1	4	5	5	-2
O=C1NCCC/C1=N\Nc1ccc(Br)cc1	11	-3	3	2	0	2	-10	10	3
COc1cccc(OC)c1C(=O)NNC(=O)c1ccc(F)cc1	12	4	1	7	0	3	5	4	-3
COc1ccc(/C=C/C(=O)NC(=S)NNC(=O)Cc2cccs2)cc1	13	0	5	2	-12	-7	0	-2	1
Cc1ccc(-c2nc(C)c(C(=O)O)s2)cc1	-3	5	-3	-7	4	-1	3	11	3
c1ccc(C[n+]2csc3ccccc32)cc1	-1	5	3	23*	3	4	-2	11	3
O=C(c1ccc(OC2CCN(CCc3ccccc3)CC2)cc1)N1CCCC(O)C1 (stereo not drawn)	3	4	0	-4	0	1	-3	-2	0
CC[C@]12c3[nH]c4ccccc4c3CCN1C(=O)C(CC(=O)NCCCn1ccnc1)C[C@@H]2C(=O)N1CCN(C(=O)C2CC2)CC1 (stereo partly drawn)	9	2	-1	0	/	4	/	/	/
CCc1nnc(NC(=O)CSCc2cc(=O)n3ccsc3n2)s1	3	9	-2	-2	2	2	-1	12	-2
COc1cccc(NC(=S)NC(=O)c2c(Cl)c(C)nn2C)c1	-4	-4	0	0	0	-4	-1	4	-3
O=c1oc(-c2cccs2)nc2scc(-c3cccs3)c12	-4	-1	3	6	-6	3	16	-22	-5
COc1ccc(S(=O)(=O)NCC2CCCN(C(=O)c3sccc3C)C2)cc1 (stereo not drawn)	2	-3	1	0	-1	-1	3	14	0
COc1ccc(OC)c(S(=O)(=O)N(C)CC(=O)Nc2ccc3c(c2)OCO3)c1	-1	0	2	0	2	0	1	-7	3
COCCn1c(=O)[nH]c2cc(C(=O)N3CCN(c4ccc(Cl)cc4)CC3)ccc2c1=O	3	9	2	3	4	6	-4	2	-2
O=C(NC1CCCCC1)C(c1ccccc1)N1CCOCC1 (stereo not drawn)	1	3	-7	-5	-5	1	-1	3	-1
CCOC(=O)c1ccc(NC(=O)Nc2c(C)nn(C)c2C)cc1	1	-5	1	-2	-3	8	-2	7	0
CCOC(=O)c1cnn(CCOC(=O)C(C)(C)C)c1NC(=O)C(C)(C)C	18	-17	-2	1	4	-7	0	-5	0

Going on with the list:
SMILES	PAFAH1B3 FP inh	PAFAH2 FP inh	pPAFAH inh	PAD4 inh	PME-1 inh	PAFAH1B2 inh	Fam108B inh	GSTO1 inh	LYPLA1 inh
N#Cc1c(NC(=O)CSc2ncnc3c2cnn3-c2ccccc2Cl)sc2c1CCCC2	-6	-2	0	5	-4	2	-4	-7	1
O=S(=O)(NCC1CCCO1)c1ccc2ccccc2c1 (stereo not drawn)	-4	-2	2	2	1	-2	-1	-2	-3
COc1ccc(OCCn2c(NC(=O)c3ccco3)nc3ccccc32)cc1	2	-4	19	-4	-2	3	1	2	2
O=C(NC1CCCCC1)NC1CC2CCC(C1)N2Cc1nnnn1Cc1ccc2c(c1)OCO2 (stereo not drawn)	9	-6	5	4	4	2	0	-3	1
CCCN(CCC)c1ccc(/C=C/c2ccc3cc(OCC)ccc3n2)cc1	0	-10	10	-37	-6	3	-6	1	3
CN(C)CCN(C(=O)CCS(=O)(=O)c1ccccc1)c1nc2c(F)cccc2s1	-4	2	-2	-2	-1	1	-2	-4	4
CS(=O)(=O)c1cccc(C(=O)OCCCC(=O)c2ccccc2)c1	9	7	-1	-4	/	4	/	/	/
COc1ccccc1CNC(=O)COC(=O)c1cc(=O)c2ccccc2o1	1	-1	-2	-9	/	-4	/	/	/
Cc1cccn2c(=O)c3cc(C(=O)NCC4CCCO4)c(=N)n(CCc4ccccc4)c3nc12 (stereo not drawn)	4	-4	3	4	-4	-3	6	0	-6
Nc1cc(C(=O)O)c(N)c2c1C(=O)c1ccccc1C2=O	73*	66*	74*	4	86*	56*	73*	29	36*
Cn1ccnc1SCC(=O)Nc1cccc(C(F)(F)F)c1	2	-6	0	3	-7	-2	-6	10	3
CN(C(=O)COc1ccc2ccc(=O)oc2c1)C1CCS(=O)(=O)C1 (stereo not drawn)	0	4	0	1	6	1	8	-1	-2
O=C1CN(S(=O)(=O)c2ccc(Br)cc2)c2ccccc2N1	5	-8	1	5	9	14	-1	4	0
COc1ccc(NC(=O)COC(=O)c2cc(S(=O)(=O)N3CCCC3)ccc2O)cc1	2	18	4	1	/	3	/	/	/
CCOc1ccc(OCCC(=O)OCC(=O)Nc2cc(S(=O)(=O)N3CCOCC3)ccc2C)cc1	5	3	1	-6	-5	3	0	16	-1
O=C(NCCCN1CCOCC1)c1cc2ccccc2cc1O	6	-2	-3	0	3	1	3	-4	5
CCOc1ccccc1N(CC(=O)NCc1ccco1)C(=O)CCC(=O)Nc1nccs1	0	5	5	-7	-1	-1	-2	4	0
O=C(Nc1ccccc1)c1ccc[n+](Cc2ccc([N+](=O)[O-])cc2)c1	3	2	0	0	-3	0	14	2	-1
COc1cccc(Nc2nc(C)cc(C)c2C#N)c1	5	3	2	0	2	2	1	0	-2
O=S(=O)(Cc1ccccc1)Cc1cnc(Cl)s1	2	0	14	-6	3	2	4	-7	1
O=C(Nc1ccccc1)C1CCCN1S(=O)(=O)c1cccs1 (stereo not drawn)	8	4	2	-3	1	-4	1	0	2
O=C(NCc1cccc(F)c1F)C1CCC(=O)N(C2CCCCCC2)C1 (stereo not drawn)	3	-2	4	1	4	1	1	1	1
CCN(c1ccccc1)S(=O)(=O)c1ccc(Cl)c(NC(=O)COC(=O)c2cccc(OC)c2O)c1	5	9	24	-2	-1	7	-4	7	-8
COc1ccc(C(O)C(CN2CCOCC2)c2ccccc2)cc1 (stereo not drawn)	6	-2	-3	6	-3	6	-1	0	-3
CCOc1cccc(C(=O)Nc2cccc(C(C)=O)c2)c1	2	0	-4	0	-3	0	3	3	0

Molecules from the list above with a CF3 group, in the order listed:
SMILES	PAFAH1B3 FP inh	PAFAH2 FP inh	pPAFAH inh	PAD4 inh	PME-1 inh	PAFAH1B2 inh	Fam108B inh	GSTO1 inh	LYPLA1 inh
CC(C(=O)Nc1ccccc1C(=O)O)n1c(C(F)(F)F)nc2ccccc21 (stereo not drawn)	7	1	-2	-2	-2	-1	0	-7	-3
Cn1ccnc1SCC(=O)Nc1cccc(C(F)(F)F)c1	2	-6	0	3	-7	-2	-6	10	3

Going on with the list:
SMILES	PAFAH1B3 FP inh	PAFAH2 FP inh	pPAFAH inh	PAD4 inh	PME-1 inh	PAFAH1B2 inh	Fam108B inh	GSTO1 inh	LYPLA1 inh
COc1ccc(C)cc1Nc1n[n+](-c2ccccc2)c(-c2ccc(NC(C)=O)cc2)s1	0	-4	2	-5	0	4	0	0	-1
CCC(CC)C(=O)Oc1c(Sc2ccccc2[N+](=O)[O-])c(C)nn1C(C)(C)C	-1	-8	1	-2	-1	3	0	9	-1
CCCCCCCC(=O)N/N=C/c1cccnc1	5	2	-2	3	-7	7	-2	-1	0
CC(NC(=O)C(Cc1ccccc1)n1cccc1)c1ccccc1 (stereo not drawn)	4	-1	4	-3	-4	4	2	26	-4
O=C(NCCNCc1ccc(F)cc1)c1ccco1	8	4	-1	0	-3	3	1	-1	-2
CCCCC(CC)COC1(c2ccccc2)OC(=O)c2ccccc21 (stereo not drawn)	-1	-7	1	-1	0	3	1	5	2
COc1cccc(CN(CC(=O)NCc2ccc(F)cc2)C(=O)c2ccco2)c1	8	-3	5	-1	0	1	-1	3	-1
CCOC(=O)c1c(N/N=C/c2ccncc2)n[nH]c1C	-5	3	5	2	-6	2	2	-3	4
Nc1c(C(=O)Nc2ccc(Cl)c(Cl)c2)sc2nc(-c3cccnc3)ccc12	/	/	2	-1	8	/	-2	-1	-3

7 entries picked at random from the list so far:
SMILES	PAFAH1B3 FP inh	PAFAH2 FP inh	pPAFAH inh	PAD4 inh	PME-1 inh	PAFAH1B2 inh	Fam108B inh	GSTO1 inh	LYPLA1 inh
COc1cccc(CN(CC(=O)NCc2ccc(F)cc2)C(=O)c2ccco2)c1	8	-3	5	-1	0	1	-1	3	-1
O=C(NCCNCc1ccc(F)cc1)c1ccco1	8	4	-1	0	-3	3	1	-1	-2
CCCCCCCC(=O)N/N=C/c1cccnc1	5	2	-2	3	-7	7	-2	-1	0
Nc1c(C(=O)Nc2ccc(Cl)c(Cl)c2)sc2nc(-c3cccnc3)ccc12	/	/	2	-1	8	/	-2	-1	-3
CCOC(=O)c1c(N/N=C/c2ccncc2)n[nH]c1C	-5	3	5	2	-6	2	2	-3	4
CC(NC(=O)C(Cc1ccccc1)n1cccc1)c1ccccc1 (stereo not drawn)	4	-1	4	-3	-4	4	2	26	-4
CCC(CC)C(=O)Oc1c(Sc2ccccc2[N+](=O)[O-])c(C)nn1C(C)(C)C	-1	-8	1	-2	-1	3	0	9	-1
